Screens (PubChem BioAssay)
HP1b chromo inh – blocks HP1-beta chromodomain binding to methylated histone tails. AlphaScreen HP1-beta / biotin-H3K9me3 peptide binding. Potency, µM (top dose mostly 114 µM), without a hit: top-dose activity change, negative = inhibition, usual class: inhibitors. 390,000 tested, 0.56% active; further: potency means the concentration at half of the fitted maximal effect; nearly all actives have a fitted effect of over 70% in size; inactives centre near 23
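AlphaScreen: HP1-beta (50 nM) preformed 30 min with biotin-H3(1-18)K9me3 peptide (50 nM) in PBS pH 7.4, 0.01% Tween-20. Compound added for 30 min at RT, then streptavidin donor/nickel chelate acceptor beads (10 ug/mL) for 30 min.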
Pin1 inh – inhibitors of human Pin1 | Q13526 | Pin1 FP peptide displacement, HiFluor488, 10 min | Potency, µM (highest dose often 115 µM), without a hit: at the top dose activity, negative = inhibition, most hits filed as inhibitors | 390,000 tested, 0.009% active | AID 504891; active means well fitted inhibition curve with a large enough effect in the polarisation, with a control signal flat, not every such curve was filed as active; inconclusive means small, poorly fitted or top-dose-only effect, or effect the other way, or a change in a side signal; inactive means no such curve, though single readings can be large or run the other way; the % refers to the polarisation; further: potency means the concentration at half of the fitted maximal effect; on the % scale 0 is the no-effect control and ±100 the full control effect
ERG-DNA inh – inhibitors of human ERG Ets domain-DNA interaction | P11308 | fluorescence polarization, His-ERG Ets domain / labelled DNA | Potency, µM (series often up to 76.9 µM), for the others: top-dose FP activity, negative = inhibition, actives largely listed as inhibitors | 370,000 tested, 0.028% active; active means well fitted inhibition curve with a large enough effect in the polarisation, with a control signal flat; inconclusive means small, poorly fitted or top-dose-only effect, or effect the other way, or a change in a side signal; inactive means no such curve, though single readings can be large or run the other way; the % refers to the polarisation;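 further: polarization taken with two DNA probes labelled with fluorescein and Texas red; potency means the concentration at half of the fitted maximal effect; % of control where 0% means no effect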
Target sequence (P11308 whole entry, looked up, the tested form may be a part): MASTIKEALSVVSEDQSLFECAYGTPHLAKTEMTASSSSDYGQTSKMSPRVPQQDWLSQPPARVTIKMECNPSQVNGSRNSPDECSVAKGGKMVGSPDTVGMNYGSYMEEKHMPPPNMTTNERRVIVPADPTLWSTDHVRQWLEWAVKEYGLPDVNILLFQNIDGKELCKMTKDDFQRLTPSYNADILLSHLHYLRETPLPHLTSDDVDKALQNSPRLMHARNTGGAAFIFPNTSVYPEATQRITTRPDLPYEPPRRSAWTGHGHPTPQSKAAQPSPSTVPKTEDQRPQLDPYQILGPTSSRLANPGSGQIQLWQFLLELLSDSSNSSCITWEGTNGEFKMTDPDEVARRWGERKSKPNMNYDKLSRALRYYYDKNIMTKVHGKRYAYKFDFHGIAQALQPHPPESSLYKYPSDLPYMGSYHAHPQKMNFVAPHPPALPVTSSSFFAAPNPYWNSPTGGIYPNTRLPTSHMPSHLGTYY
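His-tagged ERG Ets domain (1 uM in the protein solution; 300mM KCl, 50mM Tris-HCl, 1mM EDTA, 1mM DTT, pH 7.5) received compound, then a probe mix of 5 nM fluorescein-DNA and 100nM Texas-615-DNA. Fluorescence polarization was read for both dyes.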
PI4K2A inh – blocks human PI4K2A kinase activity; purified PI4K2A, ADP-Glo luminescence, 1 h; active compounds read low; activity change, negative = inhibition, % at 76.9 µM; 420,000 tested, 0.13% active; AID 1346378; in the data active means activity change below about -50%; inconclusive means mostly about -30% to -49%;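 further: -100% = wells without enzyme as full effect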
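PI4K2A activity was measured by ADP-Glo luminescence: enzyme (4 ug/mL stock) and phosphatidylinositol (1.2 mM stock) in Tris pH 7.5/MgCl2/EGTA/Triton X-100 buffer were reacted with ATP (300 microM stock) for one hour at ambient temperature.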
PGK inhibitor – T. brucei PGK inhibition; PGK/GAPDH coupled, Kinase-Glo luminescence, 60 min; Potency, µM (titrated, usually from 57.5 µM), for inactives: at the highest dose activity change, negative = inhibition, usual class: inhibitors; 380,000 tested, 0.043% active; AID 602233; further: potency means the concentration at half of the fitted maximal effect; on the % scale 0 is the no-effect control and ±100 the full control effect; nearly all actives have a fitted effect of over 60% in size
Target sequence (P07378 whole entry, looked up): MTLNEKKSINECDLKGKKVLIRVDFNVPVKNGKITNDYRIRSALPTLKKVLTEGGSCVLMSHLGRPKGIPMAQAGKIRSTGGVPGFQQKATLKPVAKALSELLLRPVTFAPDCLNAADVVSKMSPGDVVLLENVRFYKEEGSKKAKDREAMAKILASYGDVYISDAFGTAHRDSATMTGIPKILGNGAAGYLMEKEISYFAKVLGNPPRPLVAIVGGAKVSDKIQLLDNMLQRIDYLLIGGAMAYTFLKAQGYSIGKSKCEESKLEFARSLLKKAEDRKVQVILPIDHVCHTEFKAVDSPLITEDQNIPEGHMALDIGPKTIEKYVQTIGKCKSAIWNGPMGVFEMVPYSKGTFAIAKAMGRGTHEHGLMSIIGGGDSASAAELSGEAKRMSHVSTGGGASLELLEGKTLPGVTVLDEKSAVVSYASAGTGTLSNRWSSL
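Luminescent ATP detection (Kinase-Glo Plus) follows a 60-minute room-temperature incubation, with wells lacking PGK as controls. Buffer: 100 mM TEA (pH 7.6), 5 mM MgCl2, 0.01% Tween-20. Coupling enzyme GAPDH (100 nM final) supplies unstable 1,3-BPG in-well.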
BAZ2B inh – BAZ2B (human) inhibition. AlphaScreen BAZ2B-H3K14Ac peptide displacement. Potency, µM (series often up to 114 µM), inactives show at the highest dose activity change, negative = inhibition, actives largely listed as inhibitors. 360,000 tested, 4.4% active. AID 504333; further: potency means the concentration at half of the fitted maximal effect; on the % scale 0 is the no-effect control and ±100 the full control effect; nearly all actives have a fitted effect of over 60% in size
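Compounds, titrated to a top concentration of 110 uM, were incubated 30 min at room temperature with preformed BAZ2B/acetyl-K14 H3 peptide complex (50 nM each). Proximity signal was measured by AlphaScreen after 20 min with beads.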
JMJD2A Tudor – blocks the human JMJD2A Tudor domain; O75164; AlphaScreen JMJD2A-Tudor / H3K4me3 peptide binding; Potency, µM (titrated, usually from 114 µM), inactives show top-dose activity change, negative = inhibition, most hits filed as inhibitors; 390,000 tested, 4.4% active; further: potency means the concentration at half of the fitted maximal effect; on the % scale 0 is the no-effect control and ±100 the full control effect; nearly all actives have a fitted effect of over 50% in size
GLS inh – inhibitors of human glutaminase (GLS); GLS enzymatic activity, qHTS titration; 410,000 tested, 0.21% active; O94925; Potency, µM (titrated, usually from 45.5 µM), for inactives: at the top dose activity change, negative = inhibition, hits mostly inhibitors; AID 624170; further: potency means the concentration at half of the fitted maximal effect; on the % scale 0 is the no-effect control and ±100 the full control effect
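Human kidney-isoform GLS in 45 mM KH2PO4 pH 8.2, 0.02% Tween-20, with compound, started with 1mM L-Glutamine (added stock). Glutamate oxidase/HRP/Amplex red coupled fluorescence read at start and after 30 min at RT.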
G9a inh – inhibitors of human histone lysine methyltransferase G9a | Q96KQ7 | G9a H3K9 monomethylation, AlphaScreen, 2 h | Potency, µM (titrated, usually from 102 µM), for the others: at the highest dose activity, negative = inhibition, usual class: inhibitors | 350,000 tested, 8.8% active | AID 504332; further: potency means the concentration at half of the fitted maximal effect; on the % scale 0 is the no-effect control and ±100 the full control effect; nearly all actives have a fitted effect of over 75% in size
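Methyltransferase reactions run at room temperature for 2 h (20 nM enzyme, 500 nM biotin-H3K9 peptide, 20 uM SAM) after a 15 min compound preincubation; product detected by AlphaScreen beads and anti-H3K9me1 antibody.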
* hit, by the source's call; i = inactive; u = inconclusive; x = not tested or not shown; [ ] = another dose, or the depositor's remark. Unless noted, the call rests on the fitted dose curve; in most records, active means well fitted curve in the direction sought with a large enough effect; inconclusive means small, poorly fitted or top-dose-only effect, or another doubt; inactive means no such curve, though single readings can be large; an effect the other way counts as inactive or inconclusive. No enrichment for hits (roughly 11% active in at least one column).

Compound	HP1b chromo inh	Pin1 inh	ERG-DNA inh	PI4K2A inh	PGK inhibitor	BAZ2B inh	JMJD2A Tudor	GLS inh	G9a inh
CCc1ccccc1Nc1nn2c(=O)c3ccc(C(=O)NCc4cccs4)cc3nc2s1	12%	129%[activator]	2%	-13	-1%	u	-19%	-22%	-35%[12.7 µM]
O=C(c1cc(-c2cccc3ccccc23)nc2ccccc12)N1CCN(CCO)CC1	34%[activator]	1%	2%	0	8%	x	-17%	1%	x
O=C(CCc1c[nH]c2ccccc12)N1CCN(c2ccc(O)cc2)CC1	u	2%	19%	-13	0%	-16%	-14%[11.4 µM]	u	35µM*
COc1cc(CNCCCN2CCOCC2)cc(Br)c1OCc1ccc(Cl)cc1	14%	2%	-6%	-2	-8%	4%	-23%	0%	u
O=C(CSc1ccccc1C(=O)O)NC12CC3CC(CC(C3)C1)C2	0%	-1%	-8%	3	-1%	-5%	u	-1%	-6%
COc1ccc(CC(=O)NC(C)C2COc3ccccc3O2)cc1OC (stereo unspecified)	27%	0%	-6%	-5	-2%	-17%	-18%	4%	-4%
CC1CCN(S(=O)(=O)c2ccc3c(c2)c(=O)c(C(=O)NCc2cccs2)cn3C)CC1	27%	0%	0%	-3	0%	-2%	-15%	2%	-9%
CN1CCN(c2ccc([N+](=O)[O-])cc2C(=O)c2ccc(Br)cc2)CC1	11%	-1%	-8%	6	-8%	-11%	u	-1%	4%[2.33 µM]
O=C1c2ccccc2C(=O)C1c1nccc2ccccc12	56%[activator]	-10%	1%	3	-1%	5%	-30%	0%	-3%[12.7 µM]
CCOC(=O)Cn1c(N2CCOCC2)nc2c1c(=O)[nH]c(=O)n2C	24%	-13%	-6%	-6	10%	7%	13%	0%	-10%[12.7 µM]
CCCOC(=O)CSC1=C(C#N)C(c2ccccc2Cl)CC(=O)N1 (stereo unspecified)	24%	0%	-8%	-4	1%	14%	-22%	5%	-24%
CC1CCCC(NC(=O)COC(=O)COc2ccc(Br)cc2)C1C (stereo unspecified)	38%	-1%	-8%	9	-6%	x	7%	-9%	x
CCc1cccc2sc(N3CCN(C(=O)c4ccc([N+](=O)[O-])o4)CC3)nc12	u	-6%	1%	-4	-2%	u	22µM*	-3%	32µM*
O=C(Nc1ccc([N+](=O)[O-])cc1)Nc1ccc2c(c1)OCCO2	16%	-1%	4%[15.4 µM]	-9	i	-9%	-19%	-5%	0%[59 µM]
COC(=O)c1c(NC(=O)CC2SC(N)=NC2=O)sc(C)c1C (stereo unspecified)	26%	-3%	11%	-4	-3%	-10%	-17%	-1%	x

2 of the compounds above, with values ahead of the structure:
HP1b chromo inh	Pin1 inh	ERG-DNA inh	PI4K2A inh	PGK inhibitor	BAZ2B inh	JMJD2A Tudor	GLS inh	G9a inh	Structure
34%[activator]	1%	2%	0	8%	x	-17%	1%	x	O=C(c1cc(-c2cccc3ccccc23)nc2ccccc12)N1CCN(CCO)CC1
u	2%	19%	-13	0%	-16%	-14%[11.4 µM]	u	35µM*	O=C(CCc1c[nH]c2ccccc12)N1CCN(c2ccc(O)cc2)CC1

(cont.)
Compound	HP1b chromo inh	Pin1 inh	ERG-DNA inh	PI4K2A inh	PGK inhibitor	BAZ2B inh	JMJD2A Tudor	GLS inh	G9a inh
COC(=O)c1ccc(C)c(NC(=O)CCc2ccc(OC)cc2)c1	22%	0%	4%	4	i	-6%	-18%	-5%	-6%[59 µM]
Cc1[nH]ccc(=O)c1OCc1ccc(Cl)cc1	10%	5%	-3%	3	-7%	0%	-14%	3%	24%[59 µM]
CC(C)C(CCNC(=O)CN1C(=O)c2ccccc2C1=O)c1ccco1 (stereo unspecified)	34%	0%	4%	3	-4%	-2%	-19%	6%	-26%[59 µM]
Cc1ccccc1NC1(C#N)C(=O)Nc2ccccc21 (stereo unspecified)	17%	-3%	-9%	8	-9%	u	-30%	-9%	13%
CCOC(=O)C1CCN(C(=O)Cn2nc(C)n3cccc3c2=O)CC1	18%	1%	-13%	-3	i	-20%	0%	0%	77%[activator]
COCCCNC(=O)CCc1c(C)nc2nc(-c3cc(OC)cc(OC)c3)nn2c1C	19%	25%	-2%	2	3%	-16%	-26%	-1%	-1%[59 µM]
O=C(COC(=O)Cc1ccccc1F)Nc1cccc(S(=O)(=O)NC2=NCCCCC2)c1	-2%	-3%	-5%	7	-2%	-13%	-9%	-9%	0%
COc1cccc(NC(=O)CCCn2nc(C)c3c(C)n(-c4ccccc4)nc3c2=O)c1	47%[activator]	-1%	6%	7	-3%	-2%	-13%	0%	x
CS(=O)(=O)NCCCNc1c(Cl)cccc1[N+](=O)[O-]	38%	2%	-5%	-2	4%	-14%	-2%	2%	u
Cc1c(CCC(=O)NCCc2ccccc2)c(=O)oc2c(C)c(O)ccc12	53%[activator]	-3%	-15%	-1	-7%	-1%	-5%	7%	-2%[59 µM]
CC(C)OP(=O)(OC(C)C)C(Nc1cccc(C(=O)O)c1)c1ccccc1 (stereo unspecified)	11%	1%	3%	-4	-3%	5%	0%	-18%	0%
S=C(NCc1cccnc1)Nc1ccc(Oc2ccc(Cl)cc2)cc1	4%	u	1%	0	-8%	-34%	u	-13%	-35%
O=C1/C(=C/c2ccco2)SC(=S)N1CCC(=O)N1CCCCC1CCO (stereo unspecified)	37%	4%	1%	-13	-17%	50µM*	-5%	-29%	45µM*
Cc1ccccc1C(=O)Nc1cccc(NC(=O)c2ccc(-c3ccc(Br)cc3)o2)c1	11%	39%[activator]	14%	2	-3%	3%	-4%	12%	8%[2.33 µM]
CCCCOc1ccc(/C=C/C(=O)Nc2ccc(C(N)=O)cc2)cc1	11%	1%	9%	-7	-3%	0%	-18%	6%	21%[59 µM]

3 structures from above, ordered by length of the SMILES, smallest number first.
Compound	HP1b chromo inh	Pin1 inh	ERG-DNA inh	PI4K2A inh	PGK inhibitor	BAZ2B inh	JMJD2A Tudor	GLS inh	G9a inh
S=C(NCc1cccnc1)Nc1ccc(Oc2ccc(Cl)cc2)cc1	4%	u	1%	0	-8%	-34%	u	-13%	-35%
COC(=O)c1c(NC(=O)CC2SC(N)=NC2=O)sc(C)c1C (stereo unspecified)	26%	-3%	11%	-4	-3%	-10%	-17%	-1%	x
Cc1c(CCC(=O)NCCc2ccccc2)c(=O)oc2c(C)c(O)ccc12	53%[activator]	-3%	-15%	-1	-7%	-1%	-5%	7%	-2%[59 µM]

Continued.
Compound	HP1b chromo inh	Pin1 inh	ERG-DNA inh	PI4K2A inh	PGK inhibitor	BAZ2B inh	JMJD2A Tudor	GLS inh	G9a inh
CCOC(=O)N1CCC(NC(=O)c2c(C)nn(-c3ccc(C)cc3)c2-n2cccc2)CC1	3%	4%	-2%	0	-3%	-34%	-20%	-14%	-20%[59 µM]
Cc1ccc(C)c(S(=O)(=O)c2cn(Cc3ccccc3)c3cc(F)c(F)cc3c2=O)c1	u	u	-2%	-1	-1%	1%	0%	1%	23%[59 µM]
CCOC(=O)C1=C(C)NC2=C(C(=O)C(C(=O)OCC)C(c3ccc(OC)cc3)C2)C1c1ccccn1 (stereo unspecified)	40%[activator]	3%	-4%	-7	-1%	4%	-5%	15%	x
CCCNC(=O)Cc1c(C)oc2ccccc12	30%	-21%	-2%[15.4 µM]	2	3%	22%	-2%	0%	12%
CCN1CCN(C(c2cccs2)C(C)NC(=O)c2ccco2)CC1 (stereo unspecified)	3%	1%	-4%	-2	4%	-15%	-12%	2%	2%
CC1(NC(=O)Cc2csc(-c3cccc(Cl)c3)n2)CCS(=O)(=O)C1 (stereo unspecified)	53%[activator]	4%	-8%	3	-5%	5%	-4%	-4%	40%[activator][12.7 µM]
OC(COc1ccc2c(c1)OCO2)CN1CCCCC1 (stereo unspecified)	25%	0%	-13%	4	-7%	-9%	9%	-1%	-2%
CC1CCCCC1NC(=O)COC(=O)C12CC3CC(CC(Cl)(C3)C1)C2 (stereo unspecified)	41%[activator]	-6%	-3%	-4	-6%	3%	-9%[57.1 µM]	-9%	19%
O=S(=O)(c1ccc(Cl)s1)N1CCCCC1	30%	-8%	10%	-2	-6%	3%	2%	6%	-2%
Cc1cc(C)nc(Nc2ncc(O)n2-c2ccccc2)n1	15%	-7%	x	1	-7%[11.5 µM]	-37%	56µM*	-9%	107%[activator][59 µM]
CCn1c(SCC(=O)N2CCCc3ccccc32)nnc1-c1ccoc1C	25%	9%	-7%	2	-3%	4%	-20%	19%	21%[59 µM]
COC(=O)C1=CN(C2CC2)C=C(C(=O)OC)C1c1ccc(C(F)(F)F)cc1	65%[activator]	-9%	-7%	-1	i	31%[activator]	20%	2%	-9%
C[C@H](NC(=O)c1ccc(Cl)cc1)C(=O)OCn1nnc2ccccc2c1=O	27%	-1%	21%	1	5%	x	u	5%	x
